Hsp90 Hop PPI: changes Hsp90-Hop TPR2A binding signal, up or down; AID 595; Potency, µM (series often up to 57 µM), inactives show top-dose activity change, negative = inhibition; AlphaScreen TPR2A-His6 binding biotin-Hsp90 C-terminal peptide; actives 0.44% (n = 71,000); active = well fitted curve in either direction with a large enough effect; inconclusive = small, poorly fitted or top-dose-only effect, or another doubt; also: potency is read from the fitted curve at half-maximal effect; % is scaled to controls: 0 for no effect and ±100 for the full control effect; many of its hits are not listed in these tables
BRCT PPI red: BRCT-phosphoprotein interaction inhibition (red fluorophore). actives 0.03% (n = 75,000). Potency, µM (highest dose often 76.9 µM), for the others: top-dose activity change, negative = inhibition, hits mostly inhibitors. P38398. BRCT-phosphopeptide binding, red fluorescence polarization; also: % is scaled to controls: 0 for no effect and ±100 for the full control effect
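Fluorescence polarization: 100 nM His-tagged BRCA1 BRCT with 100 nM TAMRA-labelled phospho-BACH1 decapeptide, phosphate buffer pH 7.3 with 150 mM NaCl, DTT, 0.01% Tween 20; 12 min RT. Binding inhibition seen as FP decrease.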
DNA Pol III inh: blocks replication by bacterial DNA polymerase III holoenzyme; Potency, µM (titrated, usually from 57.1 µM), inactives show at the highest dose activity change, negative = inhibition; reconstituted DNA polymerase III holoenzyme replication, biochemical; actives 0.25% (n = 71,000); also: potency is read from the fitted curve at half-maximal effect; % is scaled to controls: 0 for no effect and ±100 for the full control effect
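Reconstituted *E. coli* holoenzyme (0.35 nM Pol III, 1 nM beta, 154 nM SSB, 2 nM primase) was preincubated with compound for 15 min at RT. Synthesis on 1.4 nM ssM13Gori ran 35 min, then was stopped with PicoGreen/EDTA and read as dsDNA fluorescence.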
Ub-GFP proteasome: inhibits proteasome, raising ubiquitin-GFP reporter fluorescence | AID 526 | 67,000 tested, under 10 active | Ubiquitin-GFP reporter cells, proteasome inhibition, GFP fluorescence; response scale: untreated = 0%, 10 µM MG-132 = 100% | Potency, µM (highest dose often 45.9 µM), without a hit: at the highest dose activation (GFP accumulation), hits mostly activators; active = well fitted activation curve with a large enough effect, not every such curve was filed as active; inconclusive = small, poorly fitted or top-dose-only effect, or another doubt; inactive = no such curve, though single readings can be large or run the other way; also: potency is read from the fitted curve at half-maximal effect
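U2OS cells expressing ubiquitin(G76V)-GFP, seeded overnight in 0.5% FBS medium, then treated 4 hr at 37 C across 46 uM to 2.9 nM. GFP-positive cells counted by laser cytometry (488 ex/515 em); %activity scaled between basal and 10 uM MG-132.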
CRE Fsk mod: modulators of forskolin-stimulated CRE signaling in CHO cells; actives 2.5% (n = 71,000); Potency, µM (top dose mostly 38.2 µM), for the others: top-dose activity change, negative = inhibition, hits mostly activators; AID 662; CHO CRE-bla reporter (cAMP response element driving beta-lactamase), forskolin EC10, beta-lactamase ratio; active = well fitted activation curve with a large enough effect in the signal ratio, with a control signal flat, not every such curve was filed as active; inconclusive = small, poorly fitted or top-dose-only effect, or effect the other way, or a change in a side signal; the % refers to the signal ratio; also: potency is read from the fitted curve at half-maximal effect; % of control where 0% means no effect
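Titrated compounds plus EC10 NKH 477 on CHO CRE-bla cells, 3 h, 37 °C. CCF4, 2 h RT. Ratio 460/530 nm → AC50.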
ALOX15 inhib: 15-hLO (ALOX15) enzyme inhibition. AID 887. Potency, µM (titrated, usually from 57.1 µM), inactives show at the top dose activity change, negative = inhibition, hits mostly inhibitors. purified 15hLO-1, xylenol orange hydroperoxide absorbance. actives 1.4% (n = 74,000); also: potency is read from the fitted curve at half-maximal effect; % is scaled to controls: 0 for no effect and ±100 for the full control effect; nearly all actives have a fitted effect of over 55% in size
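Compounds were preincubated 15 min at room temperature with 40 nM purified human enzyme (25 mM Hepes pH 7.5, 0.01% Triton X-100); 50 uM arachidonic acid reacted 6 min. Fe-xylenol orange detection, 30 min, absorbance ratio 573/405 nm.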
BRCT inh green: BRCA1 BRCT-phosphoprotein interaction inhibition; BRCA1 BRCT-phosphopeptide binding, green fluorescence polarization; Potency, µM (titrated, usually from 76.9 µM), inactives show at the top dose activity change, negative = inhibition, actives largely listed as inhibitors; actives 0.05% (n = 75,000); AID 875;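 also: potency is read from the fitted curve at half-maximal effect; plate controls were peptide without protein for full effect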
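Fluorescence polarization: His-tagged BRCT (~35 kDa BRCA1 C-terminus, 250 nM) bound to 100 nM fluorescein-labeled phosphorylated 10-aa BACH1 peptide, pH 7.3 phosphate buffer with DTT and Tween 20. Compounds incubated 12 min at room temperature; inhibition read as lowered polarization.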
GFP derepression: epigenetic GFP locus derepression in mouse cells; actives 0.09% (n = 68,000); mouse C127i GFP locus derepression, cytometry, 30 h; Potency, µM (titrated, usually from 46.1 µM), without a hit: at the highest dose GFP derepression (activation); AID 597; also: % of control where 0% means no effect
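Derepression screen: silenced CMV-GFP reporter in murine C127i cells, 30 h compound incubation at 37 C, washed cells imaged by laser-scanning cytometer to enumerate GFP-expressing objects of 20 to 120 um.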
HBB splicing: alters splicing of the hemoglobin beta chain | HBB splicing reporter cell assay, activation; EGFP reporter with mutant IVS2-654 intron; response scale: normalised to 500 nM splice-correcting PNA | Potency, µM (top dose mostly 46.1 µM), for inactives: at the highest dose activation, usual class: activators | actives 0.06% (n = 65,000); also: potency is read from the fitted curve at half-maximal effect; 0% is about no effect
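Compounds were applied for 2 days to HeLa EGFP-654 cells, 500/well in Optimem with 2% FCS. The reporter's EGFP is disrupted by mis-splicing of beta-globin intron IVS2-654. Readout: summed well GFP fluorescence from 488 nm laser scanning; reference was 500 nM antisense […] 654 PNA.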
HADH2 inh: HADH2 (human) dehydrogenase inhibition. recombinant HADH2, NADH fluorescence, beta-hydroxybutyryl-CoA. Potency, µM (titrated, usually from 57.1 µM), for the others: top-dose activity change, negative = inhibition, most hits filed as inhibitors. actives 3.4% (n = 73,000); also: potency is read from the fitted curve at half-maximal effect; % is scaled to controls: 0 for no effect and ±100 for the full control effect; nearly all actives have a fitted effect of over 60% in size; many of its hits are not listed in these tables
Target sequence (Q99714 whole entry, looked up, one chain of several): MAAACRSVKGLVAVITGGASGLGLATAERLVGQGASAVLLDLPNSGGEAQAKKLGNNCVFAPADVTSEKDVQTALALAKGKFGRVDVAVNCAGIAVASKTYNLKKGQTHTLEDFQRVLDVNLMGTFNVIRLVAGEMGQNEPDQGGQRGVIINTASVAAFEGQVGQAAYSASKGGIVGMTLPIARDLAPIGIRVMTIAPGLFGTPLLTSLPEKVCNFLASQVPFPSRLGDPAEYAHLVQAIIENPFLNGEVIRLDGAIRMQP
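Activity measured as NADH fluorescence gain (360/450 nm), taken as the change between first and last reads of a 4-min kinetic run. Conditions: pH 9.0 Tris buffer, 20 nM E. coli-expressed His-tagged enzyme, 1 mM NAD+, 90 uM beta-hydroxybutyryl-CoA; 15-min compound preincubation.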
USP2a inh: blocks human ubiquitin-specific protease USP2a; USP2a enzymatic assay, qHTS inhibition; actives 0.1% (n = 60,000); Potency, µM (doses to about 38.3 µM), for the others: at the top dose activity change, negative = inhibition, usual class: inhibitors;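 also: potency is read from the fitted curve at half-maximal effect; nearly all actives have a fitted effect of over 60% in size; plate controls were DMSO for no effect and NEM full inhibition control for full effect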
Target sequence (O75604 whole entry, looked up): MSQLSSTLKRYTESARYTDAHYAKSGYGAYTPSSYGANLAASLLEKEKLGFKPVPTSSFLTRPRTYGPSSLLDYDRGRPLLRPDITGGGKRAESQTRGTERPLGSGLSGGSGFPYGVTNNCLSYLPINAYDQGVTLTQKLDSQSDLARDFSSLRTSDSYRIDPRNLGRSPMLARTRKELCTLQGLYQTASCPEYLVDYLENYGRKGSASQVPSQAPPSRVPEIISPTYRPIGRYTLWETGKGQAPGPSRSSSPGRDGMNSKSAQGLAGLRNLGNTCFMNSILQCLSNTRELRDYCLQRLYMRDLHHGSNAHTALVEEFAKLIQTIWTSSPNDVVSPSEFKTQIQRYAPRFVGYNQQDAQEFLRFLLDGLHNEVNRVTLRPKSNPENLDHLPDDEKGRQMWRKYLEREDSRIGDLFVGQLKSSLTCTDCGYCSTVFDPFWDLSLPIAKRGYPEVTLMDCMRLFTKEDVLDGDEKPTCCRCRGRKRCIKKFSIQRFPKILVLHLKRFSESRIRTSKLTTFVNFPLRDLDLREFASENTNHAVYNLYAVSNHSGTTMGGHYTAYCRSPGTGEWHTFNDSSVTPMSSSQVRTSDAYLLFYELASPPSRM
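Coupled readout: USP2-cleaved Ub-PLA2 (20nM final) turns over NBD C6-HPC (20uM final), Ex 460nm/Em 535nm after 2.5 h, time-zero read flagging artifacts. Enzyme (20nM final, pH 8.0 Tris) given 30 min RT with compound first; NEM defines full inhibition.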
An asterisk follows results filed as active; ? = inconclusive; · = no result given; [ ] = another dose, or the depositor's remark. Unless noted, calls follow the shape of the dose curve; as a rule, active = well fitted curve in the direction sought with a large enough effect; inconclusive = small, poorly fitted or top-dose-only effect, or another doubt; inactive = no such curve, though single readings can be large; an effect the other way counts as inactive or inconclusive. Only part of the results is shown; rates above refer to the full screens.

SMILES	Hsp90 Hop PPI	BRCT PPI red	DNA Pol III inh	Ub-GFP proteasome	CRE Fsk mod	ALOX15 inhib	BRCT inh green	GFP derepression	HBB splicing	HADH2 inh	USP2a inh
CCc1c(C)nc(N)n2c(SCC(=O)N3CCCc4ccccc43)nnc12	-4%	-0.2%	-5%	-2%	18%	-11%	-3.0%	0%	-0.1%[57.5 µM]	-9%	4%
C[C@H](CCC(=O)O)[C@H]1CC[C@H]2[C@@H]3[C@H](O)C[C@@H]4C[C@H](O)CC[C@]4(C)[C@H]3C[C@H](O)[C@]12C	4%	-1.4%	2%	·	-9%	-1%	-1.1%	·	0.5%	-2%	·
O=c1/c(=C/c2ccco2)sc2nc(-c3ccccc3Br)nn12	-5%	-0.5%	-6%	-1%	-27%	-24%	0.8%	0%	1.7%	-28%	37%[activator]
CCN(CC)CC(=O)c1ccc(-c2ccccc2)cc1	-2%	-0.8%	-5%	-3%	0%	-14%	-0.5%	-2%	0.5%	3%	17%
CCOC(=O)C1CCCN(c2c(NCCCN(C)c3ccccc3)c(=O)c2=O)C1 (configuration not stated)	-2%[2.3 µM]	0.4%	-5%	-5%	2%	8%	-1.0%	·	-1.0%	-6%	·
N#Cc1nc(COc2cccc(Cl)c2)oc1N1CCCC1	?	0.4%	3%	-6%	15%	-3%	-0.9%	-2%	-0.3%	0%	·
CCN(CCNC(=O)CS(=O)(=O)Cc1nc(-c2cccc(OC)c2)oc1C)c1ccccc1	-12%	-1.0%	-2%	6%	?	-15%	0.4%	4%	-0.6%	-21%	10%
CCN1CCN(C(c2cccs2)C(C)NC(=O)c2cccc(OC)c2OC)CC1 (configuration not stated)	-1%	2.1%	-5%	·	4%	?	-2.0%	2%	2.3%[0.369 µM]	4%	1%
Cc1[nH]c2ccc(F)cc2c(=O)c1SC(F)(F)C(F)F	0%	1.3%	-1%	0%	-2%	-8%	-2.4%	4%	0.3%	-10%	-6%
CCOC(=O)c1cnc(SCC(=O)Nc2nnc(CC)s2)nc1N	0%	0.6%	-1%	1%	5%	-4%	-2.2%	4%	-0.1%[57.5 µM]	-16%	·
CCCCC(CC)CNCC(CC)CCCC (configuration not stated)	0%	0.0%	3%	·	-4%	7%	-0.6%	·	-0.5%	3%	·
CCOC(=O)c1cnn(-c2cccc(Cl)c2)c1N	-1%	-0.3%	7%	-7%	10%	1%	-0.6%	0%	-0.3%[57.5 µM]	17%	2%
Cn1nnnc1SCC(=O)N1CCc2ccccc2C1	-1%	0.3%	-3%	-8%	-1%	8%	-1.7%	0%	·	-8%	-2%
Cc1ccc(NCc2nnc3n2CCCCC3)cc1	-2%	-0.3%	-4%	-1%	-1%	14%	-0.6%	0%	-0.4%	-1%	-3%
CO/C([O-])=N/c1c[n+](-c2ccc(C)cc2)no1	-4%	-1.6%	8%	-18%	2%	-15%	-1.7%	5%	-2.3%	-16%	2%
N#Cc1ccccc1NC(=O)CSc1nnc(-c2ccccc2)n1-c1ccccc1	-1%	1.9%	2%	-5%	?	-3%	-2.4%	3%	-2.0%	12%	34%[activator]
COc1ccc(CCN2C(=O)CC(N3CCOCC3)C2=O)cc1 (configuration not stated)	-2%	-0.5%	-6%	6%	-18%	-2%	-1.7%	2%	-0.3%	7%	19%
COCCn1c(SCC(=O)Nc2cc(Cl)ccc2OC)nc2c(c1=O)SC(C)C2 (configuration not stated)	2%	-1.4%	3%	7%	?	8%	-1.3%	·	-0.8%	-7%	·
ClC(Cl)Cl	1%	-1.0%	4%	·	0%	0%	-0.5%	·	-0.5%	4%	·
CC(C)(C)c1cc(CN2CCCC(O)C2)c(O)c(C(C)(C)C)c1 (configuration not stated)	-9%[11 µM]	-1.2%	-6%[11.4 µM]	-14%[9.17 µM]	?	-21%[11.4 µM]	-3.7%	0%	-1.2%[0.0738 µM]	-6%[11.4 µM]	2%[7.66 µM]
NCCC[C@@H](CC(=O)N[C@@H]1CCCC[C@H]1C(=O)N[C@H](CC(=O)N[C@@H](CCC(=O)O)CC(=O)O)Cc1c[nH]c2ccccc12)NC(=O)C[C@H](CO)NC(=O)[C@@H]1CCCC[C@H]1N	-1%	·	-6%	·	?	·	·	·	4.9%	-19%	·
Clc1ccc(N2CCN(c3ncnc4c3oc3ccccc34)CC2)cc1	?	1.1%	-10%	1%	-16%	22%	-5.6%	4%	3.9%[0.369 µM]	-4%	3%
CCOCCc1nnc(NC(=O)Cc2ccccc2)s1	-7%	-1.0%	1%	-1%	2%	1%	-0.5%	-2%	0.8%	-2%	3%
Cc1nc(NCCO)c2nc(-c3ccccc3)n(CC3CCN(C)CC3)c2n1	-1%	0.2%	-4%	0%	?	3%	-1.6%	·	-0.1%	?	·
Cc1ccc(S(=O)(=O)c2c(C)nn(C(C)(C)C)c2OC(=O)c2ccco2)cc1	-6%	-0.3%	-6%	11%	?	-3%	-2.8%	-1%	-1.4%	-6%	-24%

Random excerpt: 2 entries already listed
SMILES	Hsp90 Hop PPI	BRCT PPI red	DNA Pol III inh	Ub-GFP proteasome	CRE Fsk mod	ALOX15 inhib	BRCT inh green	GFP derepression	HBB splicing	HADH2 inh	USP2a inh
CCOC(=O)c1cnc(SCC(=O)Nc2nnc(CC)s2)nc1N	0%	0.6%	-1%	1%	5%	-4%	-2.2%	4%	-0.1%[57.5 µM]	-16%	·
O=c1/c(=C/c2ccco2)sc2nc(-c3ccccc3Br)nn12	-5%	-0.5%	-6%	-1%	-27%	-24%	0.8%	0%	1.7%	-28%	37%[activator]

(next part)
SMILES	Hsp90 Hop PPI	BRCT PPI red	DNA Pol III inh	Ub-GFP proteasome	CRE Fsk mod	ALOX15 inhib	BRCT inh green	GFP derepression	HBB splicing	HADH2 inh	USP2a inh
Cc1ccc(NC(=O)Cn2nnc(C(=O)NCc3ccccc3)c2N)cc1C	1%	0.4%	3%	-5%	?	-2%	-1.3%	0%	-1.0%	4%	-18%
Nc1cc(C(F)(F)F)ccc1C(=O)O	-2%	0.3%	-6%	5%	-8%	-3%	-2.0%	·	0.7%	32µM*	·
[O-][n+]1onc2c1CCc1c-2nc(-c2ccccc2)n1OCc1ccccc1	-6%	-1.5%	-3%	·	15%	-19%	2.8%	-2%	1.9%[0.369 µM]	7%	-4%
CCC(=O)Nc1nc(OC)cc(OC)n1	-1%	-0.4%	-3%	4%	3%	9%	-3.1%	-3%	-0.2%	-2%	-4%
c1cc(CNCCN2CCNCC2)ccn1	1%[11 µM]	0.0%[15.4 µM]	-2%[11.4 µM]	0%[9.17 µM]	2%[7.6 µM]	2%[11.4 µM]	2.3%[15.4 µM]	0%[9.22 µM]	3.0%[9.22 µM]	-6%[11.4 µM]	·
Cc1cc(C)c2cc3c(ccn3C3OC[C@H](O)[C@H](O)[C@H]3O)cc2n1 (some centres not stated)	16%	-0.4%	-3%	0%	?	-7%	-1.3%	-3%	-1.7%	4%	3%

One compound at a time, from the list above. Order of screens: Hsp90 Hop PPI	BRCT PPI red	DNA Pol III inh	Ub-GFP proteasome	CRE Fsk mod	ALOX15 inhib	BRCT inh green	GFP derepression	HBB splicing	HADH2 inh	USP2a inh
Entry for Cc1ccc(S(=O)(=O)c2c(C)nn(C(C)(C)C)c2OC(=O)c2ccco2)cc1 = -6%	-0.3%	-6%	11%	?	-3%	-2.8%	-1%	-1.4%	-6%	-24%
Entry for CCN(CCNC(=O)CS(=O)(=O)Cc1nc(-c2cccc(OC)c2)oc1C)c1ccccc1 = -12%	-1.0%	-2%	6%	?	-15%	0.4%	4%	-0.6%	-21%	10%
Entry for CO/C([O-])=N/c1c[n+](-c2ccc(C)cc2)no1 = -4%	-1.6%	8%	-18%	2%	-15%	-1.7%	5%	-2.3%	-16%	2%

Screening results (PubChem BioAssay)
